EPAC2 ag: agonists of human EPAC2 (RAPGEF4) | Q8WZA2 | EPAC2 activation, biochemical qHTS; response scale: 100% = 6.5 mM cAMP response | Potency, µM (doses to about 154 µM), without a hit: at the highest dose activation, usual class: activators | 0.079% of 360,000 active | AID 720711; further: potency means the concentration at half of the fitted maximal effect; nearly all actives have a fitted effect of over 50% in size
Target sequence (Q8WZA2 whole entry, looked up): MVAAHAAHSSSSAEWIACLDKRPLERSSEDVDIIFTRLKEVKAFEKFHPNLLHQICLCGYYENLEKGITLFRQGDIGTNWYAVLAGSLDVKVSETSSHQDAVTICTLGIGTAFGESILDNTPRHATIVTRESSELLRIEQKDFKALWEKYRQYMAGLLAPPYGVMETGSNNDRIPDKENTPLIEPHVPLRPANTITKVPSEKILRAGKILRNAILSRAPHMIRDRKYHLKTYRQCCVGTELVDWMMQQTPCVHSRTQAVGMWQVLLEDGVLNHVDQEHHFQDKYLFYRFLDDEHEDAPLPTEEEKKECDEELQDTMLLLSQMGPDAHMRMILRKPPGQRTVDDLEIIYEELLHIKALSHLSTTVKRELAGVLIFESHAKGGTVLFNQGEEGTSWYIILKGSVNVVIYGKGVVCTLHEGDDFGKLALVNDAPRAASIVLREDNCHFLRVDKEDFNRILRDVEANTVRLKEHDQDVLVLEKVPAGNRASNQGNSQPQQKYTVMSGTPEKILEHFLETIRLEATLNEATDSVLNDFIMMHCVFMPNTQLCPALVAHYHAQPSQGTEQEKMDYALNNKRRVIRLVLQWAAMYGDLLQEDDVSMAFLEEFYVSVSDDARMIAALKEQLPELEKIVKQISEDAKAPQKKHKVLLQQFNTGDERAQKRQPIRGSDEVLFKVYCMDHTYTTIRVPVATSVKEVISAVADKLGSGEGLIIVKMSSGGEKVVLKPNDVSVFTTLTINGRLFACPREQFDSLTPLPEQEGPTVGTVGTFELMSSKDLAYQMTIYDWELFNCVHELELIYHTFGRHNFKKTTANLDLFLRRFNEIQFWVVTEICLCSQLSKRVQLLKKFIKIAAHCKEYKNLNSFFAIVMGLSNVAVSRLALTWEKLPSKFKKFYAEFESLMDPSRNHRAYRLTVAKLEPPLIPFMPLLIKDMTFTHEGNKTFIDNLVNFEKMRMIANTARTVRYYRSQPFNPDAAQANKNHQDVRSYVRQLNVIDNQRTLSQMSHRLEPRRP
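Fluorescence exchange assay: 100 nM EPAC2 with 250 nM RAP1B-BODIPY-GDP and 50 uM GDP; compounds tested as a concentration-titration series (qHTS). Loss of Rap1-bound BODIPY-GDP fluorescence read at 480/540 nm; data normalized to 6.5 mM cAMP.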
IL-2 act: IL-2 activation; IL-2 activation reporter assay, cell-based qHTS; stimulated with anti-CD3/CD4/CD28 beads; in transgenic mouse T cells; activation, % (series mostly up to about 46 µM); 0.065% of 360,000 active; in the data active means activation above about 50%; inconclusive means mostly about 30% to 49%; further: 0% is about no effect
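Unstimulated transgenic mouse T cells preincubated 60 min with compound, then stimulated with anti-CD3/anti-CD4-coated beads plus anti-CD28 for 18 h at 37 degrees C. IL-2 response read as EGFP and DsRed fluorescence by plate cytometry.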
TGFb inhibitor: TGF-b pathway inhibition; HepG2 CAGA-GFP TGF-b/SMAD3 reporter, GFP fluorescence, 18 h; TGF-beta stimulated, 500 pg/mL final; Potency, µM (titrated, usually from 46.1 µM), for inactives: at the highest dose activity, negative = inhibition, usual class: inhibitors; 1.2% of 410,000 active; further: potency means the concentration at half of the fitted maximal effect; on the % scale 0 is the no-effect control and ±100 the full control effect; nearly all actives have a fitted effect of over 65% in size
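HEPG2 CAGA-GFP, 1000 cells/well; 2 h settle, 37 C; cpd via pin tool; TGF-b 500 pg/mL final; 18 h, 37 C; GFP imaging ex488/em500-530; %Activity normalised to -TGF-b and +DMSO controls; CRC fit, curve class.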
ATXN viability: reduces viability in counter-screen for ATXN expression inhibitors; AID 651635; Potency, µM (top dose mostly 56.7 µM), usual class: cytotoxic; S2 cells (HEK-293 line with an ATXN2-luciferase reporter) viability, CellTiter-Fluor protease fluorescence, 24 h; 0.49% of 400,000 active; further: potency means the concentration at half of the fitted maximal effect; nearly all actives have a fitted effect of over 40% in size
ATXN2 expr inh: reduces ATXN2 reporter expression in HEK-293 cells; HEK-293 ATXN2-luciferase reporter, luminescence, 24 h; Potency, µM (titrated, usually from 57 µM), without a hit: at the highest dose activity change, negative = inhibition, usual class: inhibitors; 0.72% of 360,000 active; further: potency means the concentration at half of the fitted maximal effect; on the % scale 0 is the no-effect control and ±100 the full control effect; nearly all actives have a fitted effect of over 55% in size
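ATXN2-luciferase reporter cells (luciferase flanked by upstream and downstream ATXN2 gene portions) were treated 24 h at 37 °C with compounds at up to 57 uM. SteadyGlo luminescence gave expression; GF-AFC fluorescence gave viability.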
Nrf2 inh: Nrf2 pathway inhibition | AID 504444 | Potency, µM (series often up to 46 µM), for inactives: at the highest dose activity change, negative = inhibition, hits mostly inhibitors | A549 ARE-Fluc reporter, luciferase luminescence, 18-24 h | 2.1% of 360,000 active; further: potency means the concentration at half of the fitted maximal effect; on the % scale 0 is the no-effect control and ±100 the full control effect; nearly all actives have a fitted effect of over 60% in size
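In this cell-based qHTS, ARE-driven firefly luciferase in A549 cells reports Nrf2 activity; the luminescent signal after BugLite lysis is the measured value, with a prior CellTiter-Fluor read for cell health.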
A549 viability: A549 cytotoxicity, counter-screen for Nrf2 inhibitors; A549 ARE-Fluc cells, CellTiter-Fluor viability, 18-24 h; Potency, µM (highest dose often 46 µM), without a hit: top-dose activity change, negative = cytotoxicity, actives largely listed as inhibitors; 0.16% of 390,000 active; AID 504648; further: potency means the concentration at half of the fitted maximal effect; on the % scale 0 is the no-effect control and ±100 the full control effect
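A549 ARE-Fluc cells in 5% FBS OPTI-MEM, 5000 cells/well, rested 2 h then exposed to compounds in concentration-response for 18-24 h at 37 °C. Viability by CellTiter-Fluor fluorescence (Ex 405/Em 525) after 30 min; luciferase luminescence (BugLite, 15 min, RT) read afterwards.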
HepG2 viability: HepG2 cytotoxicity, counter-screen for TGF-b inhibitors | HepG2 CAGA-GFP viability, ATP luminescence, 18 h | Potency, µM (highest dose often 46.1 µM), for the others: at the top dose activity change, negative = cytotoxicity, most hits filed as cytotoxic | 0.76% of 410,000 active; further: potency means the concentration at half of the fitted maximal effect; some results filed as inactive show a strong effect at the top dose
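CellTiter-Glo luminescence gave cytotoxicity after 18 hours at 37 degrees C. The cells were HepG2 CAGA-GFP in 1% FBS DMEM, stimulated with 500 pg/mL TGF-beta after compound addition. %Activity was normalised to no-cell wells (complete cell-killing) and DMSO (no toxicity), and curves were fitted and classified.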
Nrf2 activator: activates Nrf2 signaling. AREc32 ARE-luciferase reporter (MCF7-derived line), luminescence, 24 h. Potency, µM (top dose mostly 46.1 µM), without a hit: at the top dose activation, usual class: activators. 0.31% of 410,000 active. AID 624171; further: potency means the concentration at half of the fitted maximal effect; % of control where 0% means no effect; nearly all actives have a fitted effect of over 65% in size
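Steps: seed AREc32_Fluc cells (1000/well, 5% FBS OPTI-MEM); incubate overnight at 37 deg C; add 23 nL compound; incubate 24 hr; add Steady-Glo; hold 30 min RT; read luminescence.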
* hit, by the source's call; i = inactive; ? = inconclusive; . = no result given; & = joins results of further samples; [ ] = dose if it differs, or a comment. Unless noted, the call rests on the fitted dose curve; in most records, active means well fitted curve in the direction sought with a large enough effect; inconclusive means small, poorly fitted or top-dose-only effect, or another doubt; inactive means no such curve, though single readings can be large; an effect the other way counts as inactive or inconclusive.

[1] COc1ccc(C(=O)OCC(=O)N2CCCC2=O)c(OC)c1
[2] CC1CCCCN1S(=O)(=O)c1ccc(S(=O)(=O)N2CCN(c3ccc(F)cc3)CC2)cc1 (configuration not stated)
[3] COc1ccc(CC(=O)N/N=C/c2ccc(C)s2)cc1
[4] COCCCN(C(=O)CC1OC(=O)c2ccccc21)c1c(N)n(Cc2ccccc2)c(=O)[nH]c1=O (configuration not stated)
[5] COc1ccc(N2C(=O)CSC23C(=O)N(CC(=O)NCCc2ccccc2)c2ccccc23)cc1 (configuration not stated)
[6] O=C(Oc1cccc(/C=N/NC(=O)c2ccccn2)c1)c1ccc([N+](=O)[O-])cc1
[7] CCN(CC)P1(=O)OC(c2cc(OC)c(OC)c(OC)c2)=Nc2c1c(C)nn2-c1ccccc1 (configuration not stated)
[8] O=C(COC(=O)CCC(=O)c1cccs1)NCc1cccs1

entry no.,1,2,3,4,5,6,7,8
EPAC2 ag,2%,4%,-1%,1%,.,3%,4%,0%
TGFb inhibitor,3%,-3%,21%,-3%,-2%,?,2%,5%
Nrf2 inh,?,-29%,-6%,24%,29%,?,7%,-25%
HepG2 viability,-1%,4%,-1%,3%,-2%,-4%,3%,19%
IL-2 act,-4.1,-1.7,-2.0,-2.8,.,-0.3,0.8,-1.0
A549 viability,6%,-6%,-2%,-8%,-1%,17%,3%,3%
ATXN2 expr inh,61%[activator],-14%,-1%,3%,4%,-9%,4%,9%
ATXN viability,i,i,i,i,i,i,i,i
Nrf2 activator,0.4%,-0.6%,2.6%,0.1%,0.5%,4.5%,0.3%,0.1%

[9] COc1ccccc1-c1c(C)nn2c(N)c(-c3ccc(Cl)cc3)cnc12
[10] C=CCn1c(SCC(=O)N2CCc3ccccc3C2)nc2sc(CC)cc2c1=O
[11] CC(Sc1nnnn1C)C(=O)Nc1ccc(Oc2ccccc2)cc1 (configuration not stated)
[12] CNc1nc2cccnc2s1
[13] CC1CC2(C)CC(C)C1(COC(=O)Nc1ccccc1)CO2 (configuration not stated)
[14] CCOC(=O)[C@]12CCC=C1N(Cc1ccc(Cl)cc1Cl)C(=O)[C@H](CC(=O)NCC1CCCCC1)C2
[15] Cc1ccc(C(=O)N2CCN(c3ccc(NC(=O)c4ccc5c(c4)OCCO5)cc3)CC2)cc1
[16] O=c1c2sccc2[nH]c(=S)n1-c1ccccc1

entry no.,9,10,11,12,13,14,15,16
EPAC2 ag,-3%,23%,17%,9%,-13%,4%,1%,3%
TGFb inhibitor,2%,-26%,0%,-3%,-11%,.,0%,-10%
Nrf2 inh,4%,-35%,-3%,2%,10%,.,7.3µM*,4%
HepG2 viability,11%,-20%,-18%,-10%,0%,.,2%,-78%
IL-2 act,3.1,-4.6,-2.7,1.0,0.7,-1.1,-1.9,-0.9
A549 viability,1%,0%,-1%,1%,1%,.,-19%,-1%
ATXN2 expr inh,-21%,-26%,21%,.,4%,0%,?,2%
ATXN viability,i,i,i,i,?,?,i,i
Nrf2 activator,-0.5%,0.1%,0.7%,-1.4%,0.3%,4.1%,0.0%,-0.4%

In a second layout: entries from further up
Below each compound – EPAC2 ag	TGFb inhibitor	Nrf2 inh	HepG2 viability	IL-2 act	A549 viability	ATXN2 expr inh	ATXN viability	Nrf2 activator
16. O=c1c2sccc2[nH]c(=S)n1-c1ccccc1
 : 3%	-10%	4%	-78%	-0.9	-1%	2%	i	-0.4%
12. CNc1nc2cccnc2s1
 : 9%	-3%	2%	-10%	1.0	1%	.	i	-1.4%
15. Cc1ccc(C(=O)N2CCN(c3ccc(NC(=O)c4ccc5c(c4)OCCO5)cc3)CC2)cc1
 : 1%	0%	7.3µM*	2%	-1.9	-19%	?	i	0.0%
11. CC(Sc1nnnn1C)C(=O)Nc1ccc(Oc2ccccc2)cc1 (configuration not stated)
 : 17%	0%	-3%	-18%	-2.7	-1%	21%	i	0.7%
10. C=CCn1c(SCC(=O)N2CCc3ccccc3C2)nc2sc(CC)cc2c1=O
 : 23%	-26%	-35%	-20%	-4.6	0%	-26%	i	0.1%

Remaining list, next part:
[17] CCCCCCCC(=O)NN=C1CCN(Cc2ccccc2)CC1
[18] CCOC(=O)c1c(-c2cccs2)csc1NC(=O)CSc1ncn[nH]1
[19] CN(Cc1ccccc1O)CC1CCCN(CCc2ccc(Cl)cc2)C1 (configuration not stated)
[20] CC1(C)c2[nH]c3ccccc3c2C[C@H]2C(=O)N(CCCCCO)CC(=O)N21
[21] COc1ccc(S(=O)(=O)N2CCOCC2)cc1NC(=O)Cc1ccc(Cl)c(Cl)c1
[22] COc1ccc(NC(=O)c2sc3nc(C)c(C(=O)Nc4ccc(C)cc4C)c(-c4ccc(Cl)cc4)c3c2N)cc1
[23] O=C(N[C@H]1CCC(=O)N(CCSc2ccc(Br)cc2)CC1)OCc1ccccc1
[24] O=C(NC1CSC/C1=N\O)c1ccccc1 (configuration not stated)

entry no.,17,18,19,20,21,22,23,24
EPAC2 ag,-3%,4%,6%,4%,2%,.,11%,-7%
TGFb inhibitor,-4%,22%,-8%,0%,-9%,-1%,7.1µM*,?
Nrf2 inh,7%,.,6%,-9%,8%,-11%[9.27 µM],?,1%
HepG2 viability,-22%,-2%,-39%,0%,-17%,-11%,-37%&-13%,0%
IL-2 act,-1.4,-2.1,-0.6,-3.5,-0.3,.,0.0,-1.6
A549 viability,0%,0%,-2%,1%,1%,-1%,-4%,-5%
ATXN2 expr inh,-14%,-11%,.,4%,-23%,-22%,?,0%
ATXN viability,i,i,i,i,?,i,28µM*,i
Nrf2 activator,0.4%,2.0%,9.6%,-0.4%,-0.5%,-0.9%,6.2%,-0.5%

[25] COc1ccc(C)cc1S(=O)(=O)N(CC(=O)N1CCCC1)c1ccccc1
[26] O=C(O)Cc1ccc(NS(=O)(=O)c2ccc3ccccc3c2)cc1
[27] COc1ccc(C(=O)O)c(OC)n1
[28] Cc1cccc(C)c1NC(=O)NC1(C(=O)NCCCN2CCOCC2)CCCCC1
[29] CCOc1ccccc1N(CC(=O)Nc1ccccc1)S(=O)(=O)c1ccccc1
[30] CN(CCO)Cc1csc2ccc(Br)cc12
[31] COc1ccc(OC)c(/C=N/n2c(COc3ccccc3)n[nH]c2=S)c1
[32] Cc1ccc(-c2ccc(CCC(=O)O)n2NC(N)=S)cc1

entry no.,25,26,27,28,29,30,31,32
EPAC2 ag,-12%,7%,13%,12%,21%,3%,6%,-9%
TGFb inhibitor,2%,-3%,-1%,-3%,-5%,8%,-5%,-5%
Nrf2 inh,4%,-16%,3%,3%,2%,.,-16%,5%
HepG2 viability,-8%,1%,-26%,9%,-18%,1%,-5%,-14%
IL-2 act,0.3,-1.3,-1.9,1.1,-0.7,-0.7,0.3,-2.3
A549 viability,-1%,1%,0%,-12%,7%,-6%,3%,13%
ATXN2 expr inh,7%,-7%,1%,0%,4%,-18%,-10%,0%
ATXN viability,i,i,i,i,i,i,i,i
Nrf2 activator,-0.5%,-1.1%,0.3%,-1.1%,-0.5%,-0.1%,4.3%,-0.1%

[33] CC1CCCC(NC(=O)C2N(CCCN3CCCC3)C(=O)C3C(C(=O)Nc4cccc(Cl)c4)C4C=CC32O4)C1C (configuration not stated)
[34] CCOC(=O)c1[nH]c2c(c1-c1ccccc1)C(=O)CC(c1ccc(OCC)cc1)C2 (configuration not stated)
[35] CCCOc1ccc(/C(O)=C2\C(=O)C(=O)N(CCCOC)C23C(=O)N(C)c2ccccc23)cc1 (configuration not stated)
[36] Cc1ccc(NC(=O)CCC(=O)NNS(=O)(=O)c2ccccc2)cc1C
[37] Cc1cc(N2Cc3ccccc3C2)ccc1C=O
[38] COc1ccc(C(c2nnnn2Cc2ccccc2)N2CCN(c3nc4ccccc4s3)CC2)cc1OC (configuration not stated)
[39] COc1ccccc1-n1cnc2c(c1=O)c1nc3ccccc3nc1n2-c1ccc(C)cc1
[40] CC(CC(=O)Nc1cccc(Cl)c1)c1ccccc1 (configuration not stated)
[41] CC(=O)OC(C(=O)NC1CCCCC1)c1ccc(C)cc1 (configuration not stated)

entry no.,33,34,35,36,37,38,39,40,41
EPAC2 ag,5%,-3%,1%,0%,4%,16%,-4%,10%,8%
TGFb inhibitor,14%,3%,?,-5%,-6%,-3%,8%,-16%,43%[activator]
Nrf2 inh,8%,-8%,-11%,4%,?,?,?,?,-5%
HepG2 viability,-3%,-7%,0%,12%,-31%,-3%,19%,-16%,3%
IL-2 act,0.2,1.5,-0.3,-0.7,-2.6,-2.6,0.2,0.6,-1.6
A549 viability,-24%,11%,-4%,1%,1%,-18%,-2%,?,-10%
ATXN2 expr inh,4%,-18%,-4%,-8%,.,-9%,.,3%,-3%
ATXN viability,?,i,?,i,?,i,i,i,i
Nrf2 activator,1.0%,2.1%,-0.1%,0.4%,2.4%,0.4%,-0.9%,-0.1%,-0.8%
